# SNCA expr inhib: Primary qHTS assay for inhibitors of alpha-synuclein gene (SNCA) expression | HEK-293 SNCA-luciferase knock-in, luminescence, 24 h | hit rate 0.17% among 140,000 | Potency, µM (doses to about 57.2 µM), for inactives: at the highest dose activity change, negative = inhibition, usual class: inhibitors;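 further: potency means the concentration at half of the fitted maximal effect; plate controls were DMSO cells for no effect and cell-free wells for full effect; nearly all actives have a fitted effect of over 45% in size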
# HEK293 viab: GF-AFC viability counterscreen for inhibitors of alpha-synuclein gene (SNCA) expression. HEK-293-SNCA-luc viability, GF-AFC fluorescence, 24 h. Potency, µM (doses to about 57.1 µM), for inactives: at the top dose activity change, negative = cytotoxicity, usual class: cytotoxic. hit rate 0.12% among 150,000. AID 1671193, 2021;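 further: potency means the concentration at half of the fitted maximal effect; 0% = DMSO-treated cells and -100% = medium-only wells without cells; nearly all actives have a fitted effect of over 30% in size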
#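 Cytotoxicity counterscreen: after 24 h compound treatment of genome-edited SNCA-luciferase HEK-293 cells, live-cell protease substrate GF-AFC read by fluorescence after 30 min; activity scaled between DMSO (0%) and medium-only (-100%), curves Hill-fitted.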
# IP6K1 inhibitor: Primary qHTS assay for small molecule inhibitors of Inositol hexaphosphate kinase 1 (IP6K1). Inositol hexakisphosphate kinase 1 (Homo sapiens), Q92551. IP6K1 kinase, ADP-Glo luminescence, 2 h; active compounds read low. activity change, % (series mostly up to about 58 µM). hit rate 0.81% among 140,000; in the data active means activity change below about -25%
# Target sequence (Q92551 whole entry, looked up): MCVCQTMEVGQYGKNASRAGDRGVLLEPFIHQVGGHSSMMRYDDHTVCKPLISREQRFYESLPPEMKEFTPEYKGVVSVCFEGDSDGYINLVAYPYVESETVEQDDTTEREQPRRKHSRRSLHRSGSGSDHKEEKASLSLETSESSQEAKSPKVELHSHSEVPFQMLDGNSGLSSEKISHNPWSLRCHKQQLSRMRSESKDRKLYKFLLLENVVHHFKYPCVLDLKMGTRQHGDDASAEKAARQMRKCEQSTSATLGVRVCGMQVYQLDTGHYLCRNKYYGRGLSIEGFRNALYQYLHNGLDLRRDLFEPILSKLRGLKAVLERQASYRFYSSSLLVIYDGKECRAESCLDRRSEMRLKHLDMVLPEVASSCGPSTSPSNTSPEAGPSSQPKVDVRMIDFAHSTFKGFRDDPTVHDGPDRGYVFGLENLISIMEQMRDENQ
#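 ADP-Glo luminescence measures ADP made by human IP6K1 during a 2 h RT reaction with ATP/IP6 (mix at 1.3 mM/130 uM); top library doses 57.5 and 19.1 uM final.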
# GPT2 inhibitor: Primary qHTS assay for inhibitors of Glutamate pyruvate transaminase 2 (GPT2); Alanine aminotransferase 2 (Homo sapiens), Q8TD30; Recombinant GPT2, coupled pyruvate oxidase/HRP Amplex Red fluorescence; Potency, µM (titrated, usually from 57.7 µM), without a hit: top-dose activity change, negative = inhibition, actives largely listed as inhibitors; hit rate 0.25% among 100,000; AID 1671188, 2021; further: potency means the concentration at half of the fitted maximal effect; nearly all actives have a fitted effect of over 60% in size; many of its hits are not listed in these tables
#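 Inhibition is scored from Amplex Red fluorescence generated when pyruvate oxidase and HRP act on pyruvate released by GPT2. Reactions contain 10ng/uL enzyme, 250uM a-KG and 2mM L-alanine and run 30 min at room temperature.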
# HEK293 tox: Cytotoxic Profiling in HEK 293 Cell Line of Diverse Libraries Using Quantitative High-Throughput Screening; HEK 293 viability, ATP luminescence (CellTiter-Glo), 48-72 h; hit rate 6.6% among 94,000; Potency, µM (top dose mostly 115 µM), without a hit: top-dose activity change, negative = cytotoxicity, usual class: inhibitors; further: potency means the concentration at half of the fitted maximal effect; nearly all actives have a fitted effect of over 60% in size
#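 Cytotoxicity was scored by loss of ATP-coupled luminescence (CellTiter-Glo) in HEK 293 cells. Compound treatment ran 48 or 72 hr at 37 degree Celsius, 5% CO2, 95% humidity.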
# Luciferase inh: Firefly luciferase inhibition profiling of diverse chemical library using quantitative high-throughput screening; Luciferin 4-monooxygenase (Photinus pyralis), P08659; purified P. pyralis luciferase, luminescence, biochemical; Potency, µM (highest dose often 115 µM), for inactives: at the highest dose activity change, negative = inhibition, hits mostly inhibitors; hit rate 2.5% among 76,000; AID 1347043, 2019; further: potency means the concentration at half of the fitted maximal effect; nearly all actives have a fitted effect of over 65% in size
# Target sequence (P08659 whole entry, looked up): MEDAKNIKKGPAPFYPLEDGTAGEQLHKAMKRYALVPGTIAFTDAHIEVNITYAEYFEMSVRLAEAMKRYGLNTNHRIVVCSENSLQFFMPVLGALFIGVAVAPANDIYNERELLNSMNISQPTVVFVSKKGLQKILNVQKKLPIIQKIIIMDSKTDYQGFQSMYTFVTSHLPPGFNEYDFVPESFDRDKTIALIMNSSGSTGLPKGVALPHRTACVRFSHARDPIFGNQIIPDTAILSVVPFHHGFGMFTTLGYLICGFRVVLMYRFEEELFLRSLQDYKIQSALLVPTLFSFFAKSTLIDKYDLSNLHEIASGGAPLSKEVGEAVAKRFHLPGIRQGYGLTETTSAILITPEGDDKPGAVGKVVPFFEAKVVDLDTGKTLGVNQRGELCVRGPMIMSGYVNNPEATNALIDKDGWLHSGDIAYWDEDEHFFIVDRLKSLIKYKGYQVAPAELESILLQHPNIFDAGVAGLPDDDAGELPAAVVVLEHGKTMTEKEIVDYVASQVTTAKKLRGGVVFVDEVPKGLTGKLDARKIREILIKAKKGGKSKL
#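 Inhibitors were tested against purified firefly luciferase in a biochemical, low-substrate format (both substrates at 10uM) and luminescence measured with a CCD imager.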
# 3T3 cytotox: Cytotoxic Profiling in NIH 3T3 Cell Line of Diverse Libraries Using Quantitative High-Throughput Screening. NIH 3T3 viability, CellTiter-Glo ATP luminescence, 48-72 h. Potency, µM (series often up to 96.7 µM), without a hit: at the top dose activity change, negative = cytotoxicity, actives largely listed as inhibitors. hit rate 4.3% among 94,000. AID 1345082, 2018; further: potency means the concentration at half of the fitted maximal effect; nearly all actives have a fitted effect of over 55% in size
#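 First NIH 3T3 cells are plated at 400 cells/well; next compound is pinned in; then plates incubate 48 or 72 hr at 37 °C; finally CellTiter-Glo is added and luminescence read after 10 min.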
# The depositor's hits bear a star; i = inactive; u = inconclusive; x = no result given; & = joins results of further samples; [ ] = remark or other dose. Unless noted, the call rests on the fitted dose curve; in most records, active means well fitted curve in the direction sought with a large enough effect; inconclusive means small, poorly fitted or top-dose-only effect, or another doubt; inactive means no such curve, though single readings can be large; an effect the other way counts as inactive or inconclusive. Unless noted, on the % scale 0 is the no-effect control and ±100 the full control effect. Only part of the results is shown; rates above refer to the full screens.
entry | SMILES | SNCA expr inhib | HEK293 viab | IP6K1 inhibitor | GPT2 inhibitor | HEK293 tox | Luciferase inh | 3T3 cytotox
1 | COc1ccccc1-c1cc(C(=O)N(C)c2ccccc2)c2cnn(C)c2n1 | x | x | -5.5 | x | u | x | u
2 | O=C(c1ccc(F)c(Cl)c1)N1CCN(c2cc(C(F)(F)F)ncn2)CC1 | -7.0% | 16.4% | -9.5 | i | u | -9.1% | u
3 | CC(C)n1c(C2CCN(C(=O)C3CCCO3)CC2)nn(C)c1=O (stereo not given) | 2.9% | -5.1% | -7.4 | i | i | x | -6.7%
4 | CC(=O)N1CCCN(C(=O)CC(c2cccc(O)c2)c2cccc(Cl)c2)CC1 (stereo not given) | -5.3% | 12.4% | 8.0 | u | -1.2% | -5.9% | -2.2%
5 | Cn1c(=O)oc2cc(S(=O)(=O)N3CCCC(C(=O)NCc4ccc(F)cc4)C3)ccc21 (stereo not given) | -3.2% | 11.5% | -5.1 | x | x | x | x
6 | O=C(c1cccnc1)N1CCC(Nc2cccnc2)C1 (stereo not given) | -14.1% | -3.4% | 3.5 | i | 3.0% | -7.4% | 4.2%
7 | COc1ccc(CC(=O)N2CNC(=O)C23CCN(C(=O)CCN)CC3)cc1 | -22.8% | 3.3% | 7.0 | -17.6% | 0.6% | x | i
8 | Cc1cc(C)c(NC(=O)Cn2c(=O)n(Cc3ccco3)c(=O)c3ccc(C(=O)NC4CCCC4)cc32)c(C)c1 | -9.0% | 9.7% | 42.6 | x | x | x | x
9 | N#Cc1ccc(S(=O)(=O)N2C[C@@H](Oc3cccnc3)C[C@H]2C(=O)N2CCOCC2)cc1 | -8.2% | 4.1% | 0.0 | 2.2% | 1.2% | -17.1% | -16.1%
10 | O=C(NCCCN1CCN(c2ccccc2F)CC1)c1nnc(Cc2ccc(Cl)cc2Cl)o1 | u | -7.2% | -15.0 | x | x | x | x
11 | CCOC(=O)N1CCc2c(sc(NCc3ccc(N(C)C)cc3)c2C(=O)Nc2ccccc2OCC)C1 | -23.4% | -15.6% | 9.8 | x | x | x | x
12 | CNC(=O)c1cc(C2CC2)nc2c1c(C1CCN([S+](=O)([O-])c3ccsc3)CC1)nn2C | x | x | -11.6 | x | u | x | u
13 | COCC(=O)N1CCCC(c2nc(-c3ccc(C)nn3)no2)C1 (stereo not given) | 4.2% | -3.0% | -5.0 | -0.3%[11.5 µM] | 4.4% | -0.6% | i
14 | CCn1nc(C)c(CN2CCC(C3CCNC3)CC2)c1C (stereo not given) | -3.4% | 0.5%[12.5 µM] | 4.9 | 2.6% | -1.8% | -13.9% | 4.0%
15 | Cc1nn(-c2ccccc2)c2c1C(C(C)C)N(C1CCN([S+](C)(=O)[O-])C1)C2=O (stereo not given) | x | x | -1.5 | x | -21.2% | x | u
16 | Cc1sc2ccn(CC(C)C)c(=O)c2c1C(=O)N1CCC(C)CC1 | -26.2% | -16.7% | -2.4 | i | 44.7µM* | -5.8% | -0.9%
17 | CC(Cc1ccc2c(c1)OCO2)CN1CCC(CO)(CN2CCCC2)CC1 (stereo not given) | 10.3% | 4.0% | 10.2 | 0.4% | u | -6.7% | 39.8µM*
18 | COc1cccc(CN2CCC(N3CCCNC3=O)CC2)c1 | 24.3%[87.6 µM] | 4.4%[87.6 µM] | 16.6 | 1.0%[88.5 µM] | -3.1%[172 µM] | -2.7%[172 µM] | -13.2%[138 µM]
19 | CN1C[C@@H](NC(=O)c2ccc(F)cc2)C[C@H]1c1nc(-c2ccc(Cl)cc2)no1 | -6.0%[87.6 µM] | -9.8%[87.6 µM] | 1.0 | 1.8%[88.5 µM] | u | -12.3%[172 µM] | u
20 | C[S+](=O)([O-])N1CCC2(C1)OC(=O)Nc1cnccc12 (stereo not given) | 13.5%[87.6 µM] | 2.3%[87.6 µM] | 3.4 | i | 2.9%[172 µM] | -9.8%[172 µM] | -6.5%[138 µM]
21 | CC(C)C[C@H]1NC(=O)[C@@H]2C[C@@H](NC(=O)COCC(=O)O)CCN2C1=O | 0.5%[87.6 µM] | 8.6%[87.6 µM] | -3.0 | -13.5%[88.5 µM] | 0.4%[172 µM] | 0.1%[172 µM] | -1.4%[174 µM]
22 | Cc1ccc(NS(=O)(=O)c2ccc3[nH]c4c(c3c2)CCCCCC4)cc1 | -12.4% | -1.5% | -8.9 | x | x | x | x
23 | CCCCCN(CCC(=O)NCc1ccc2c(c1)OCO2)C(=O)c1cc(C)oc1C | -26.2% | 0.0% | 3.7 | u | u | -13.9% | 31.6µM*
24 | CC1(C)C[C@@H]2C[C@@](C)(CN2C(=O)c2coc(COc3ccc4c(c3)OCO4)n2)C1 | 22.8% | -8.7% | -6.0 | u | u | -3.1% | -19.8%
25 | O=C(c1ccc(C(F)(F)F)cc1)N1CCC2(C1)C(=NC1CCCC1)NC(=O)N2c1cc(F)cc(F)c1 (stereo not given) | -21.6% | 6.0% | -8.1 | i | -6.6% | x | -15.9%
26 | O=[S+]([O-])(Nc1ccccc1)c1ccc2c(c1)OCCN(Cc1cncnc1)C2 | -2.0%[87.6 µM] | 7.1%[87.6 µM] | -7.0 | u | u | -13.1%[172 µM] | u
27 | COCc1nc2nccc(-c3ccc(OC)cc3F)n2n1 | -8.8% | 12.8% | -3.5 | -16.6% | -1.6% | 13.5% | i
28 | O=[N+]([O-])c1cccc(-c2noc([C@@H]3C[C@@H](O)CN3Cc3ccccc3)n2)c1 | 31.1%[activator][87.6 µM] | 5.2%[87.6 µM] | 8.8 | -5.1%[88.5 µM] | -19.1%[172 µM] | 2.7%[172 µM] | -21.5%[138 µM]
29 | CCN(C(=O)Cn1c(=O)oc2cc(S(=O)(=O)N3CCCCC3)ccc21)c1ccccc1 | 32.5% | 6.1% | 14.7 | x | x | x | x
30 | O=C1CCN(Cc2cccc(OC(F)(F)F)c2)CCCCCCN1 | -2.1% | 6.2% | 3.0 | i | u | 4.9% | u
31 | O=C(NC1CCN(Cc2cccc(-c3ccc(F)cc3F)c2)CC1)C1CCCC1 | x | x | -1.5&5.1 | x | -17.3%&-4.1% | x | -19.3%&-18.3%
32 | CC[C@H]1CN(C(=O)Nc2cccc(C(F)(F)F)c2)CC[C@H]1CC(=O)NCc1cccc2ccccc12 | 27.0% | 3.7% | -2.8 | 3.2% | -11.3% | 1.8% | -29.9%
33 | CN(Cc1cccnc1)Cc1cccn1C | 5.5%[87.6 µM] | 7.2%[87.6 µM] | -0.8 | 0.2%[88.5 µM] | -5.8%[230 µM] | 2.5%[230 µM] | -26.9%[174 µM]
34 | CCOC(=O)c1ccccc1NC(=O)c1sc2ccccc2c1Cl | 36.5% | 1.7% | 6.9 | x | x | x | x
35 | O=C(O)CC1CCCc2ccccc2C1O (stereo not given) | -8.6% | 8.9% | x | -5.6% | x | x | x
36 | CS(=O)(=O)N(C1CCOCC1)C1CCN(C(=O)CC2CCCC2)CC1 | 2.1% | -8.3% | -3.9 | -11.6% | 3.4% | 10.6% | -10.6%

# Another view of some results above.
[21] CC(C)C[C@H]1NC(=O)[C@@H]2C[C@@H](NC(=O)COCC(=O)O)CCN2C1=O
[22] Cc1ccc(NS(=O)(=O)c2ccc3[nH]c4c(c3c2)CCCCCC4)cc1
[23] CCCCCN(CCC(=O)NCc1ccc2c(c1)OCO2)C(=O)c1cc(C)oc1C
[24] CC1(C)C[C@@H]2C[C@@](C)(CN2C(=O)c2coc(COc3ccc4c(c3)OCO4)n2)C1
[25] O=C(c1ccc(C(F)(F)F)cc1)N1CCC2(C1)C(=NC1CCCC1)NC(=O)N2c1cc(F)cc(F)c1 (stereo not given)
[26] O=[S+]([O-])(Nc1ccccc1)c1ccc2c(c1)OCCN(Cc1cncnc1)C2
[27] COCc1nc2nccc(-c3ccc(OC)cc3F)n2n1
[28] O=[N+]([O-])c1cccc(-c2noc([C@@H]3C[C@@H](O)CN3Cc3ccccc3)n2)c1
[29] CCN(C(=O)Cn1c(=O)oc2cc(S(=O)(=O)N3CCCCC3)ccc21)c1ccccc1
[30] O=C1CCN(Cc2cccc(OC(F)(F)F)c2)CCCCCCN1
Screen / compound no.,21,22,23,24,25,26,27,28,29,30
SNCA expr inhib,0.5%[87.6 µM],-12.4%,-26.2%,22.8%,-21.6%,-2.0%[87.6 µM],-8.8%,31.1%[activator][87.6 µM],32.5%,-2.1%
HEK293 viab,8.6%[87.6 µM],-1.5%,0.0%,-8.7%,6.0%,7.1%[87.6 µM],12.8%,5.2%[87.6 µM],6.1%,6.2%
IP6K1 inhibitor,-3.0,-8.9,3.7,-6.0,-8.1,-7.0,-3.5,8.8,14.7,3.0
GPT2 inhibitor,-13.5%[88.5 µM],x,u,u,i,u,-16.6%,-5.1%[88.5 µM],x,i
HEK293 tox,0.4%[172 µM],x,u,u,-6.6%,u,-1.6%,-19.1%[172 µM],x,u
Luciferase inh,0.1%[172 µM],x,-13.9%,-3.1%,x,-13.1%[172 µM],13.5%,2.7%[172 µM],x,4.9%
3T3 cytotox,-1.4%[174 µM],x,31.6µM*,-19.8%,-15.9%,u,i,-21.5%[138 µM],x,u

[31] O=C(NC1CCN(Cc2cccc(-c3ccc(F)cc3F)c2)CC1)C1CCCC1
Screen / compound no.,31
SNCA expr inhib,x
HEK293 viab,x
IP6K1 inhibitor,-1.5&5.1
GPT2 inhibitor,x
HEK293 tox,-17.3%&-4.1%
Luciferase inh,x
3T3 cytotox,-19.3%&-18.3%
